# Screening data (PubChem BioAssay)
# PfGluPho inh: PfG6PD enzyme inhibitors, primary screen, biochemical, fluorescence intensity, uHTS | glucose-6-phosphate dehydrogenase-6-phosphogluconolactonase (Plasmodium falciparum 3D7) | PfGluPho enzyme, NADPH resazurin-diaphorase fluorescence | inhibition, % at 20 µM | 0.78% of 350,000 active;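 active means inhibition reaching at least a set limit at 20 µM in the primary screen, cut at about 59% in these data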;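 further: 0% = DMSO wells with substrate and 100% = DMSO wells lacking glucose-6-phosphate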
# Apaf1 inhib: inhibitors of human Apaf-1 apoptosome, primary screen, biochemical, DEVD-Rh110 fluorescence, uHTS. inhibition, % at 20 µM. AID 489030, 2010. 0.71% of 330,000 active. reconstituted apoptosome caspase-3 activity. Apoptotic protease-activating factor 1 (Homo sapiens), O14727; active means inhibition of at least 40% at 20 µM;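 further: plate controls were DMSO wells for no effect and DEVD-CHO caspase inhibitor wells for full effect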
#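 System: Apoptosome proteins | Medium: Hepes pH 7.5 with detergent and BSA | Also added: Cytochrome c trigger plus (Z-DEVD)2-Rh110 caspase-3 substrate | Incubation: 30 min compound preincubation, 50 min activation, room temperature | Detection: Rhodamine 110 fluorescence at Ex 480/Em 540 nm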
# HKDC1 inhibitor: HKDC1 hexokinase inhibitors, primary screen, biochemical, fluorescence, uHTS. AID 493160, 2011. Q2TB90. inhibition, % at 20 µM. 0.16% of 340,000 active. recombinant HKDC1, G6PDH/diaphorase resazurin coupled fluorescence;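 active means inhibition above about 35% when tested at 20 µM, limit read from the data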;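 further: plate controls were DMSO wells with enzyme for no effect and DMSO wells lacking enzyme for full effect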
# Target sequence (Q2TB90 whole entry, looked up): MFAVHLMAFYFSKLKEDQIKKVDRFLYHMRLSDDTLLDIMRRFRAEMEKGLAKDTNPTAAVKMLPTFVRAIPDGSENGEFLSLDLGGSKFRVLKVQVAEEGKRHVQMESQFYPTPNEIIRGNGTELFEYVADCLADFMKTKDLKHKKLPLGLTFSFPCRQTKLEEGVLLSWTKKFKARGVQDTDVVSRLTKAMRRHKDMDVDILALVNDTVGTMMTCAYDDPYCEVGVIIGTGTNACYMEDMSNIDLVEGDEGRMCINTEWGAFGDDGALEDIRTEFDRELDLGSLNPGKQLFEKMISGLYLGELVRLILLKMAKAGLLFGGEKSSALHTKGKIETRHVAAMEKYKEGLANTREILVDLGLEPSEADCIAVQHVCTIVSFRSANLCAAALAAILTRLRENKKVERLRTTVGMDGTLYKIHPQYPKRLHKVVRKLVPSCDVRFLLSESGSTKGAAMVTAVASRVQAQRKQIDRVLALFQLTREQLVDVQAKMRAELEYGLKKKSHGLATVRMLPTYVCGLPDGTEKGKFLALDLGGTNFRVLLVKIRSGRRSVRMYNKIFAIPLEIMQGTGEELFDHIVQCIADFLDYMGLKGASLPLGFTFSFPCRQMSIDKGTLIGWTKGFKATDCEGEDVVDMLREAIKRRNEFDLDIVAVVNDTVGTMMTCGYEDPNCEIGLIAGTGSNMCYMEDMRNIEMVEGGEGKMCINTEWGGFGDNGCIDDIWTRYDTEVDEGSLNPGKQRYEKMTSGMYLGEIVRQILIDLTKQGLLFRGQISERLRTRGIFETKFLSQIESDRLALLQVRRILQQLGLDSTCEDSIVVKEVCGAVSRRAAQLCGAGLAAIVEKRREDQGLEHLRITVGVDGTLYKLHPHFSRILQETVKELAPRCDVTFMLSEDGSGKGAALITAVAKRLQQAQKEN
#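 Test system: Recombinant HKDC1 (HK5) hexokinase enzyme, produced in-house | Input: HKDC1 at 5 µg/mL | Buffer or medium: Tris pH 8.0 buffer with MgCl2, Tween-20, BSA, BME | Schedule: 90 min reaction incubation at room temperature, dark | Technique: Resazurin-to-resorufin fluorescence via G6PDH and diaphorase coupling, 525/613 nm | Controls: DMSO wells with and without enzyme mix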
# SENP8 block-1: SENP8 protease inhibitors, primary screen, biochemical, luminescence; Sentrin-specific protease 8 (Homo sapiens), Q96LD8; purified SENP8, Z-RLRGG-aminoluciferin cleavage; inhibition, % at 10 µM; 1.2% of 330,000 active; AID 2540, 2010; in the data active means inhibition above about 50%
# SENP6 block: SENP6 protease inhibitors, primary screen, biochemical, luminescence, uHTS. Sentrin-specific protease 6 (Homo sapiens), Q9GZR1. Recombinant SENP6 catalytic domain, aminoluciferin luminescence. inhibition, % at 10 µM. 1.8% of 330,000 active. AID 2599, 2010;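 active means inhibition above about 50% at the single tested dose, limit read from the data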;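 further: plate controls were DMSO wells with enzyme for no effect and DMSO wells lacking enzyme for full effect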
# SENP8 block-2: human SENP8 protease inhibitors, primary screen, biochemical, fluorescence, Nedd8 protein substrate, uHTS; inhibition, % at 20 µM; Sentrin-specific protease 8 (Homo sapiens), Q96LD8; AID 602440, 2012; recombinant SENP8; 0.64% of 360,000 active; in the data active means inhibition mostly above about 40%, no sharp cut-off; inactive means mostly below about 27%
# SENP7 inh: SENP7 protease inhibitors, primary screen, biochemical, luminescence, uHTS; Sentrin-specific protease 7 (Homo sapiens), Q9BQF6; recombinant SENP7, Z-RLRGG-aminoluciferin luminescence, 40 min; inhibition, % at 5 µM; 1.5% of 330,000 active; AID 434973, 2010;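 active means inhibition above about 50% at the single test dose, limit read from the data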;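 further: plate controls were DMSO with enzyme for no effect and no enzyme buffer wells for full effect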
# SENP1 inh: human SENP1 catalytic domain inhibitors, primary screen, biochemical, FRET, uHTS; Sentrin-specific protease 1 (Homo sapiens), Q9P0U3; recombinant SENP1 catalytic domain, CyPet-SUMO1-YPet FRET cleavage; inhibition, % at 10 µM; 0.21% of 360,000 active; AID 624204, 2012;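 active means inhibition at least 30% at 10 µM, raw YFP signal under a set limit, fluorescence ratio 0.5 to 1.5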;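 further: 0% = enzyme with DMSO and 100% = no enzyme wells; some results filed as inactive read as strong as hits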
#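 Test system: human SENP1 catalytic domain; medium: Tris pH 8 buffer plus EDTA, NaCl, BME, BSA, NP40, catalase; incubation: 50 min reaction at room temperature; technique: FRET, CFP and YFP emission; controls: no-enzyme low control and enzyme-plus-DMSO high control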
# * = called active by the depositor; / = not tested or not shown.
SMILES,PfGluPho inh,Apaf1 inhib,HKDC1 inhibitor,SENP8 block-1,SENP6 block,SENP8 block-2,SENP7 inh,SENP1 inh
Cc1noc(C)c1C(=O)N1CCCC(N2CCN(c3cccc(C(F)(F)F)c3)CC2)C1 (stereo not drawn),-4,-2,-3,-3,-16,3,10,-2
O=C(CCC(=O)Nc1ccccc1Cl)NNS(=O)(=O)c1ccc(Cl)cc1,-11,11,-3,3,15,6,-3,2
COc1ccc(C)cc1S(=O)(=O)NNc1nc(C)cc(C)n1,24,11,-1,-3,5,36,11,1
NC(=O)C1=C[C@@H](c2ccc(Br)cc2)C[C@@H](OCCCCO)O1,7,6,4,-11,-10,-4,-12,0
CCN(CC)S(=O)(=O)c1ccc(NC(=O)CSc2ncnc3ccccc23)cc1,-2,-1,-3,6,7,3,6,-3
Cc1ccc(NC(=O)CSc2sc3c(O)cc(=O)[nH]c3c2C#N)cc1C,-26,5,-5,6,4,-26,4,-5
CC(C)NC(=O)c1onc(CSc2ccc(C(C)C)cc2)c1C(=O)O,-14,9,-1,-13,-31,18,4,2
COC(=O)c1c(NC(=O)c2c(Cl)cnn2C)sc(C)c1C,-3,9,2,-4,-8,-238,-13,0
CC(C)OCCCNC(=O)C1CCC(CNS(=O)(=O)c2ccccc2)CC1 (stereo not drawn),-5,-11,-16,5,-7,13,2,3
CN1CCN(S(=O)(=O)c2cccc(C(=O)Nc3ccccc3N3CCOCC3)c2)CC1,-13,-5,-7,4,1,6,10,3
CN(C)c1ccc(/C=N/Nc2nncc3ccccc23)cc1,8,/,3,/,/,18,/,1
CCNc1nc(NCC)nc(OCCNS(=O)(=O)c2ccccc2)n1,-7,-23,-10,-5,-13,28,1,1
CCCc1nc2sc3ccccc3c(=O)c2c(=O)n1Cc1ccco1,-6,/,4,/,/,13,/,-16
O=C(c1ccc(Cl)c(S(=O)(=O)N2CCOCC2)c1)N1CCN(c2ccccn2)CC1,-7,4,-2,2,-15,-5,6,-4
O=C(NCCNC(=O)c1cc(Cl)ccc1Cl)c1ccco1,14,-2,-4,-8,-5,6,8,0
O=C(/C=C/c1ccccc1)NC1CC2CCC1C2 (stereo not drawn),-3,6,-9,0,-14,23,-1,0
C/C(=N\NC(=O)c1ccc(F)cc1)c1cccc(NC(=O)c2ccco2)c1,-16,6,-2,-6,-10,17,-9,-1
O=C(NCCc1ccccc1)C1CCN(S(=O)(=O)N2CCOCC2)CC1,8,0,-3,-2,3,13,2,-2
CC(C)=C(C#N)c1nc2ccccc2s1,0,-9,-15,-4,-7,8,10,-10
CN(CC(=O)Nc1ccc(Cl)cc1)C(=O)COc1ncnc2ccccc12,15,-1,-5,-13,-7,13,-2,4

# In the list so far, three contain an aryl thioether with sulfur outside any ring:
SMILES,PfGluPho inh,Apaf1 inhib,HKDC1 inhibitor,SENP8 block-1,SENP6 block,SENP8 block-2,SENP7 inh,SENP1 inh
CCN(CC)S(=O)(=O)c1ccc(NC(=O)CSc2ncnc3ccccc23)cc1,-2,-1,-3,6,7,3,6,-3
Cc1ccc(NC(=O)CSc2sc3c(O)cc(=O)[nH]c3c2C#N)cc1C,-26,5,-5,6,4,-26,4,-5
CC(C)NC(=O)c1onc(CSc2ccc(C(C)C)cc2)c1C(=O)O,-14,9,-1,-13,-31,18,4,2

# Next part.
SMILES,PfGluPho inh,Apaf1 inhib,HKDC1 inhibitor,SENP8 block-1,SENP6 block,SENP8 block-2,SENP7 inh,SENP1 inh
O=Cc1cccc(OC(=O)c2ccc(Cl)cc2Cl)c1,/,9,/,-12,2,/,2,/
O=C(CC1NCCNC1=O)Nc1ccc2c(c1)OCCO2 (stereo not drawn),0,-17,-12,-7,-1,12,-2,3
CC1CCN(C(=O)/C(=C/c2ccccc2Cl)c2ccccc2)CC1,2,15,7,-2,-18,-6,3,-1
O=C(Nc1cccc(F)c1)N1CCN(C(=O)c2ccco2)CC1,0,0,-4,-3,1,6,13,1
CC(NC=C1C(=O)OC(C)(C)OC1=O)C(=O)O (stereo not drawn),1,-15,-10,-1,-8,8,9,0
CNC(=O)c1ccccc1NC(=O)c1cccc(S(=O)(=O)N2CCCCC2)c1,2,-15,-7,1,4,24,-4,2
Cc1cc(Cl)ccc1NC(=S)NCc1ccc(S(N)(=O)=O)cc1,-11,3,-5,1,-1,10,1,2
CCc1ccc(/C=N/NC(=O)c2c[nH]c3ccccc23)s1,0,18,0,-13,8,-6,-4,-1
O=C(OCC(=O)c1ccc[nH]1)c1ccccc1,11,2,-1,7,40,2,28,-10
CCOC(=O)c1c(NC(=O)/C=C/c2ccc(C)o2)sc(C)c1C,54,12,-5,-6,-5,-81,-7,-21
COc1cc2[nH]c(C(=O)N3CCN(c4ccc(F)cc4)CC3)cc2c(OC)c1OC,-54,9,-4,0,-9,-41,-4,0
COCCSc1nc2c(c(=O)[nH]c(=O)n2C)n1CCC(C)C,-8,4,7,-1,-2,27,-4,4
Cc1cc(OCC(=O)NNC(=O)CCc2ccccc2)ccc1Br,2,1,-4,0,6,6,5,0
COC(=O)c1cccc(NC(=S)NC(C)C)c1,7,9,-6,-16,-30,1,-14,1
O=C(CSc1nnc(-c2cccnc2)n1-c1ccc(SC(F)F)cc1)N1CCCc2ccccc21,-24,8,-5,-14,-12,30,0,2
CCN1C(=O)/C(=C/c2ccc(C)o2)N(C)C1=S,52,-8,-4,-2,-2,40,7,-140
CCN1C(=O)C(CC(=O)Nc2ccc(OC)cc2)N(CCc2ccc(F)cc2)C1=S (stereo not drawn),3,23,2,1,-1,1,4,1
O=C(NC(=S)N1CCCCCC1)c1cccc([N+](=O)[O-])c1,17,-8,1,-4,-2,10,-1,3
O=C1CCC(=O)N1CC(O)COc1ccccc1 (stereo not drawn),0,2,-3,-10,-14,13,-13,0
CC(C)CCSc1nc(N)c(C#N)cc1C#N,3,9,2,-8,6,-329,-10,-34
CC1CCCC(NC(=O)COC(=O)c2ccc3c(c2)OCCO3)C1C (stereo not drawn),12,-5,-6,0,8,11,-3,3
Nc1ccc(S(=O)(=O)NCC(=O)OCCOc2ccccc2)cc1[N+](=O)[O-],13,9,-2,-3,-6,6,3,1
Cc1ccc(NS(=O)(=O)c2cc(NC(=O)C(C)Oc3ccccc3)ccc2C)c(C)c1 (stereo not drawn),8,8,4,4,-4,18,8,2
O=C(Cn1cc(C(=O)c2cccs2)c2ccccc21)NCc1ccc2c(c1)OCO2,9,4,-2,-1,2,-31,1,1
CC(=O)Nc1ccc(NC(=O)C(C)OC(=O)CSc2ccc(Br)cc2C)cc1 (stereo not drawn),-1,12,-1,4,12,10,-1,7
CC(C)Cn1c(-c2cc([N+](=O)[O-])ccc2Cl)nc2c1c(=O)[nH]c(=O)n2Cc1ccccc1,-6,19,0,-7,-9,2,-1,0
Cc1c(-c2ccccc2)nnn1-c1ccc(F)cc1F,0,2,-2,-16,9,5,-12,1
CCCCNC(=O)C1=C(N)C(C(=O)Nc2ccc(C)c(S(=O)(=O)N3CCCCC3)c2)SC1=Nc1ccc(C)cc1C (stereo not drawn),-13,20,-4,-5,9,2,0,-53
CC(=O)Nc1ccc(NC(=S)NC(=O)c2ccc([N+](=O)[O-])cc2)cc1,2,-9,-9,-4,5,16,-2,4
Cn1c(=O)c2c(ncn2CC(=O)OCc2ccccc2)n(C)c1=O,7,-11,-4,-6,-7,14,-6,1
COc1cc(OC)c(NC(=O)N2CCOCC2)cc1Cl,19,-11,2,2,15,12,-7,1
CC(C)N1CC(C(=O)Nc2ccc(C#N)cc2)CC1=O (stereo not drawn),-3,5,-3,-4,-3,7,12,2
Fc1ccc(-c2csc3ncnc(Cl)c23)cc1,-11,15,9,1,-11,16,-4,0
COc1cccc(/C=N/N2C(=O)CSC2=S)c1O,46,-18,-25,19,49,6,-5,1
Cc1ccc(NC(=O)C(C)c2ccc([N+](=O)[O-])cc2)cc1Cl (stereo not drawn),22,25,5,0,-3,4,5,2
COc1ccc(OC)c2[nH]c(=O)c(CCNC(=O)c3cccs3)cc12,10,-12,11,-5,-18,-228,-1,-1
CN(C)c1ccc(/C=C(\C#N)C(=O)c2ccccc2)cc1,6,/,-1,/,/,36,/,-21
Cc1nc(Oc2ccccc2)c2ccccc2n1,-2,1,2,-8,-15,4,2,-1
O=C(CN(Cc1ccccc1Cl)C(=O)CNS(=O)(=O)c1ccccc1)NCC1CCCO1 (stereo not drawn),-7,7,-5,-10,-10,8,-7,1
CCC1(CC)NC(=O)N(CC(=O)N2CCN(S(=O)(=O)c3cccc(F)c3)CC2)C1=O,11,8,-9,3,-13,1,3,2
Cc1ccc(S(=O)(=O)N2CCOCC2)cc1C(=O)N1CCOCC1,-6,-5,-1,-6,26,10,-8,1

# Filtered by structure: the entries above containing fluorine (9)
SMILES,PfGluPho inh,Apaf1 inhib,HKDC1 inhibitor,SENP8 block-1,SENP6 block,SENP8 block-2,SENP7 inh,SENP1 inh
Cc1noc(C)c1C(=O)N1CCCC(N2CCN(c3cccc(C(F)(F)F)c3)CC2)C1 (stereo not drawn),-4,-2,-3,-3,-16,3,10,-2
C/C(=N\NC(=O)c1ccc(F)cc1)c1cccc(NC(=O)c2ccco2)c1,-16,6,-2,-6,-10,17,-9,-1
O=C(Nc1cccc(F)c1)N1CCN(C(=O)c2ccco2)CC1,0,0,-4,-3,1,6,13,1
COc1cc2[nH]c(C(=O)N3CCN(c4ccc(F)cc4)CC3)cc2c(OC)c1OC,-54,9,-4,0,-9,-41,-4,0
O=C(CSc1nnc(-c2cccnc2)n1-c1ccc(SC(F)F)cc1)N1CCCc2ccccc21,-24,8,-5,-14,-12,30,0,2
CCN1C(=O)C(CC(=O)Nc2ccc(OC)cc2)N(CCc2ccc(F)cc2)C1=S (stereo not drawn),3,23,2,1,-1,1,4,1
Cc1c(-c2ccccc2)nnn1-c1ccc(F)cc1F,0,2,-2,-16,9,5,-12,1
Fc1ccc(-c2csc3ncnc(Cl)c23)cc1,-11,15,9,1,-11,16,-4,0
CCC1(CC)NC(=O)N(CC(=O)N2CCN(S(=O)(=O)c3cccc(F)c3)CC2)C1=O,11,8,-9,3,-13,1,3,2
